High-throughput results as filed in PubChem.
MPTP block = blocks calcium-induced mitochondrial swelling. isolated mouse mitochondria, Ca2+ swelling absorbance, 30 min. 360,000 compounds, 1.4% hits. inhibition, % at 10 µM. AID 602449;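 active = inhibition of 50% or more, scaled per plate between neutral and stimulator controls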;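 also: 0% = DMSO wells given calcium and 100% = 1 mM EGTA wells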
SENP8 inh = inhibitors of human SENP8 protease; Q96LD8; recombinant SENP8, Nedd8 substrate fluorescence; inhibition, % at 20 µM; 360,000 compounds, 0.64% hits; in the data active = inhibition mostly above about 40%, no sharp cut-off; inactive = mostly below about 27%
Target sequence (Q96LD8 whole entry, looked up): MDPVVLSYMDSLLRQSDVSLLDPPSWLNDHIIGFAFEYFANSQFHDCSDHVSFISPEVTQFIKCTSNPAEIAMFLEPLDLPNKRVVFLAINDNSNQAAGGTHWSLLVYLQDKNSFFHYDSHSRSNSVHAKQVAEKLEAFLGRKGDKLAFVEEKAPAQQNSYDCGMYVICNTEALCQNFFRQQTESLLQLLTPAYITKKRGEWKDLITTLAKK
hIAP activ = human IAP activation; activation factor at 10 µM; 330,000 compounds, 0.16% hits; AID 2524; purified human IAP, CDP-Star luminescence, 30 min; active compounds read high; 1 = vehicle-only enzyme, 0 = enzyme-free background; P09923;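 active = activation factor of the enzyme at least 2-fold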; also: the source names both 10 and 20 µM as test concentration; values of inactives mirror those of a sister screen read the other way
ATG4B inhibitor = inhibitors of human ATG4B cysteine protease; Q9Y4P1; ATG4B cleavage of LC3-PLA2, NBD-HPC fluorescence, 1 h; 340,000 compounds, 0.51% hits; AID 504462; inhibition, % at 8.33 µM; in the data active = inhibition above about 40%
Target sequence (Q9Y4P1 whole entry, looked up): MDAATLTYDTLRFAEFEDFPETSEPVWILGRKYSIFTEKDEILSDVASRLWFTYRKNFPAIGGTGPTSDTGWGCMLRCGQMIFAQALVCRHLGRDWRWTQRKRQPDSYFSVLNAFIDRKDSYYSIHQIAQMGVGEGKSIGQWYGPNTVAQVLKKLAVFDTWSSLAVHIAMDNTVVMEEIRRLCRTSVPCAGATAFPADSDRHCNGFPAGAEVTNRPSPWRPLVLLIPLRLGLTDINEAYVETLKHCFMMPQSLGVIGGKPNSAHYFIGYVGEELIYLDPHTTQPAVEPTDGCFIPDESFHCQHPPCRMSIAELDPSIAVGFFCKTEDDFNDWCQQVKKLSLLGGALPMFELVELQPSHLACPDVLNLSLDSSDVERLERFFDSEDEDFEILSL
SENP1 inh = blocks the human SENP1 SUMO protease catalytic domain | inhibition, % at 10 µM | Q9P0U3 | 360,000 compounds, 0.21% hits | recombinant SENP1 catalytic domain, CyPet-SUMO1-YPet FRET cleavage | AID 624204;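 active = inhibition at least 30% at 10 µM, raw YFP signal under a set limit, fluorescence ratio 0.5 to 1.5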;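 also: 0% = enzyme with DMSO and 100% = no enzyme wells; some results filed as inactive read as strong as hits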
Target sequence (Q9P0U3 419-644 limits assumed): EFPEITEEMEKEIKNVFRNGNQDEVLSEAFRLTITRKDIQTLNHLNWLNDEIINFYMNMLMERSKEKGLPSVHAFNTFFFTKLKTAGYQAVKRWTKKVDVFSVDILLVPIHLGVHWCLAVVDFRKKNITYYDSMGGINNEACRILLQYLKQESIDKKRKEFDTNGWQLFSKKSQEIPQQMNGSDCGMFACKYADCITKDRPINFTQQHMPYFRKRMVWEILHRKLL
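Test system: human SENP1 catalytic domain; medium: Tris pH 8 buffer plus EDTA, NaCl, BME, BSA, NP40, catalase; incubation: 50 min reaction at room temperature; technique: FRET, CFP and YFP emission; controls: no-enzyme low control and enzyme-plus-DMSO high control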
GRIN3A LBD mod = modulates the human NR3A ligand-binding domain | Tm shift relative to glycine control, % at 25 µM | 340,000 compounds, 2.5% hits | NR3A LBD differential scanning fluorimetry, Tm shift; 0% = protein alone, 100% = glycine-bound protein;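 active = melting temperature shift of at least 10% of the positive control shift, at one fixed dose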
PfGluPho inh = PfG6PD (Plasmodium falciparum) enzyme inhibition | PfGluPho enzyme, NADPH resazurin-diaphorase fluorescence | AID 504690 | 350,000 compounds, 0.78% hits | inhibition, % at 20 µM;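 active = inhibition reaching at least a set limit at 20 µM in the primary screen, cut at about 59% in these data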;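 also: 0% = DMSO wells with substrate and 100% = DMSO wells lacking glucose-6-phosphate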
SENP6 block = blocks the human protease SENP6. Q9GZR1. Recombinant SENP6 catalytic domain, aminoluciferin luminescence. inhibition, % at 10 µM. 330,000 compounds, 1.8% hits. AID 2599;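 active = inhibition above about 50% at the single tested dose, limit read from the data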;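 also: plate controls were DMSO wells with enzyme for no effect and DMSO wells lacking enzyme for full effect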
An asterisk follows results filed as active; i = inactive; x = no result given; & = joins results of further samples; ! = not active in a repeat.

Start of the data: the first 4 compounds, to show the layout:
SMILES	MPTP block	SENP8 inh	hIAP activ	ATG4B inhibitor	SENP1 inh	GRIN3A LBD mod	PfGluPho inh	SENP6 block
COc1cccc(NC(=S)Nc2ccc(F)cc2)c1	1.1	-2	1	5	1	-15	0	12
O=C1N2CCSC2=NC1(Nc1nccs1)C(F)(F)F (stereo not drawn)	-1.4	7	0.93	2	1	-1	1	1
CC(OC(=O)c1cccc(N(C)C)c1)C(=O)N1CCc2ccccc2C1 (stereo not drawn)	0.4	i	0.98	3	-2	3	19	12
COc1ccc(C2CC3(CC(C)(C)NC(=O)N3)Oc3cc(O)ccc32)cc1 (stereo not drawn)	0.6	8	1.1	-13	2	0	-1	-3

This part in full, repeating the preview:
SMILES	MPTP block	SENP8 inh	hIAP activ	ATG4B inhibitor	SENP1 inh	GRIN3A LBD mod	PfGluPho inh	SENP6 block
COc1cccc(NC(=S)Nc2ccc(F)cc2)c1	1.1	-2	1	5	1	-15	0	12
O=C1N2CCSC2=NC1(Nc1nccs1)C(F)(F)F (stereo not drawn)	-1.4	7	0.93	2	1	-1	1	1
CC(OC(=O)c1cccc(N(C)C)c1)C(=O)N1CCc2ccccc2C1 (stereo not drawn)	0.4	i	0.98	3	-2	3	19	12
COc1ccc(C2CC3(CC(C)(C)NC(=O)N3)Oc3cc(O)ccc32)cc1 (stereo not drawn)	0.6	8	1.1	-13	2	0	-1	-3
COc1ccc(CC(=O)Nc2ccc3c(c2)CCC3)cc1	-2.0	16	1	-4	-2	-1	-15	-4
CN(C)c1oc(/C=C/c2ccccc2)nc1C#N	0.2	-373	1.1	-5	-119	4	16	38
COc1ccc(N=C2C(=Nc3ccc(OC)cc3)N(c3ccc(OC)cc3)C(=S)N2c2ccccc2)cc1	2.8	-134	1.6	-4	-20	-3	-1	-10
Cn1c(=O)c2c(nc(CO)n2C)n(C)c1=O	-4.0	6	0.94	-3	-12	4	-5	9
O=c1nc(-c2ccccc2)cc(-c2ccccc2)[nH]1	-1.5	-321	1	-7	0	-2	-17	-1
Cc1cccnc1NC(=O)CCc1nnc2ccc(N3CCC4(CC3)OCCO4)nn12	-0.8	2	0.99	-1	1	2	7	3
Cc1ccc(Nc2nc(-c3ccc(C)cc3)c(CC(=O)O)s2)cc1	-1.7	-45	0.87	-14	-26	-4	27	-14
COCCNC(=S)NN=C1CCCCC1	2.2	46*	0.99	1	2	1	-6	-5
Cc1sc2ncn(CC(=O)Nc3c(F)cccc3F)c(=O)c2c1S(=O)(=O)N1CCC(C)CC1	1.3	12	0.94	3	-1	-2	-8	11
CC1CCCC(NC(=O)c2nn(C)c3c2CS(=O)(=O)c2ccccc2-3)C1C (stereo not drawn)	-2.5	12	1.2	-3	1	4	20	-3
COc1ccc(-c2cc(-c3ccc(Cl)cc3)n[nH]2)c(O)c1	7.8	19	1.7	5	2	49*	34	70*
Nc1nc(SCC(=O)Nc2ccc([N+](=O)[O-])cc2Br)n[nH]1	2.0	18	1	6	0	0	-3	5
CCCN1CCN(C(=S)Nc2ccc3nc(N4CCN(CC)CC4)cc(C)c3c2)CC1	0.1	-387	1.1	-9	-26	0	20	-3
Nc1nonc1-n1nnc(C(=O)N/N=C/c2cccs2)c1CSc1ccccc1	-0.5	-34	1.1	-12	1	37*	6	-2
C=CCc1c(C)nc(C)nc1N/N=C/c1ccc(F)cc1	-2.0	12	0.77	-1	3	0	33	-13
CCOc1ccc(NC(=O)CN(C)C(=O)c2cn(-c3ccc(C)cc3)nc2-c2cccc(OC)c2)cc1OCC	-0.4	0	x	-14	0	3	22	x
CCN1CCN(Cc2c(O)c(Cl)cc3c(C)cc(=O)oc23)CC1	1.7	-325	1	5	-154	0	21	11
Cc1ccc(Cl)cc1N1CCN(C(=O)c2noc(C)c2[N+](=O)[O-])CC1	-0.9	23	0.92	-4	1	1	9	-4
COc1ccc(OC(C)c2nnc(N)s2)cc1 (stereo not drawn)	-0.1	3	0.94	-1	3	-2	-8	-10
COC(=O)c1ccc2c(=O)n(Cc3ccco3)c(SCC(=O)Nc3ccccc3Cl)nc2c1	3.4	-29	0.87	4	-1	2	-1	6
CC1CCN(C(c2ccc(N(C)C)cc2)c2nnnn2Cc2ccccc2)CC1 (stereo not drawn)	0.1	3	0.79	9	3	-2	6	-20
O=C(CSc1ccc2nnc(-c3ccccc3)n2n1)N1CCCCC1	1.9	-189	1.1	7	1	-1	8	20
CN(Cc1ccco1)C(=O)c1cccc(S(=O)(=O)N2CCN(Cc3ccccc3)CC2)c1	-0.2	3	x	x	0	x	-11	x
COc1cccc(Cn2cccc(NC(=O)NCc3ccccc3)c2=O)c1	0.9	-206	0.61	16	0	0	0	-26
CCOC(=O)c1cccc(NC(=O)c2cncc(Br)c2)c1	-1.0	14	1	3	0	-6	-3	-6
COc1ccc(CC(=O)OCC(=O)Nc2ccc(Cl)cn2)cc1	-0.7	22	1.1	1	5	-2	-11	-7
C=CCn1c(SCC(=O)NC)nnc1C12CC3CC(CC(C3)C1)C2	0.1	10	1	0	2	2	-4	5
Cc1cc(-c2nnnn2-c2ccc(C(F)(F)F)cc2)no1	2.6	7	1	-9	-1	1	0	-4
Cc1ccc(-c2nnc(N3CCN(CCO)CC3)c3ccccc23)cc1	-0.7	10	1	-4	2	-3	4	27
Cc1cc(NC(=O)CS(=O)(=O)c2cn(Cc3ccccc3Cl)c3ccccc23)no1	3.1	3	1	-1	2	0	1	-4
O=C(Oc1c(-c2ccccc2)c(=O)n2c3c(cccc13)CC2)c1ccc(F)cc1	2.0	-275	1.3	66*	2	-1	2	-11
COC(=O)c1c(C)nn(-c2ccccc2)c1-n1cccc1	1.5	10	0.93	-2	1	-4	-2	7
CCCCn1c(N)c(N(CCOC)C(=O)c2ccc(S(=O)(=O)N3CCCCC3)cc2)c(=O)[nH]c1=O	-0.8	-57	0.99	1	-20	1	6	5
Cc1ccc(-c2csc3nc(SCC(N)=O)n(Cc4ccccc4)c(=O)c23)cc1	1.0	14	0.95	17	1	-6	6	-13
CCCCc1cc(=O)oc2cc(C)cc(OCC(=O)O)c12	3.1	-282	0.85	-5	0	1	-19	-13
Cc1ccc(-n2nc3c(=O)n(CCCC(=O)NCc4ccccc4Cl)nc(C)c3c2C)cc1	-2.0	10	0.99	4	1	2	-2	1
CCCN1CNC(=S)N(c2ccccc2OC)C1	-2.1	8	0.96	0	0	1	-20	-28
CCCn1c(SC(C)C(=O)O)nc2ccccc21 (stereo not drawn)	13	8	0.82	-1	2	-2	-15	13
O=S(=O)(NCc1ccncc1)c1ccc(Br)s1	63*	20	1	-5	3	-1	-6	-2
CC(C)C(NC(=O)c1ccc(F)cc1)C(=O)N1CCN(c2ccccn2)CC1 (stereo not drawn)	-1.2	-21	1.1	-7	1	2	-13	5
CCOC(=O)c1oc2ccc(CNC3CCCCC3)c(Cl)c2c1C	4.5	18	1.1	2	2	0	-11	-3
CC(Oc1ccc(NC(=O)c2ccco2)cc1)C(=O)N1c2ccccc2CC1C (stereo not drawn)	-0.3	13	0.91	-16	1	-2	9	3
CC1=C(C(=O)OCC2CCCO2)C(c2ccccc2)C2=C(CCCC2=O)N1 (stereo not drawn)	-0.8	-372	0.96	-1	-33	0	-5	-11
O=C1CCN(C(=O)/C=C/c2ccccc2)c2ccccc21	0.3	7	0.96	-3	0	-1	3	6
CCOC(=O)c1c(CNCCN(CC)CC)n(C)c2cc(Br)c(OC)cc12	74*	35	1.4	-6	4	-1	-7	-15
CCCCN(C(=O)c1cc(-c2ccco2)nc2ccccc12)c1c(N)n(CCCC)c(=O)[nH]c1=O	-0.1	-407	1.3	4	-16	x	x	-20
CCOc1cccc(C(=O)NNC(=O)CCC(=O)O)c1	-0.4	14	0.95	-2	2	-1	-6	-1
CCC1CCCCN1CC(=O)Nc1cc(OC)c(OC)cc1C#N (stereo not drawn)	0.4	14	x	8	-1	-1	-19	x
CS(=O)(=O)N1CCN(c2ccc(NC(=O)COc3ccccc3)cc2)CC1	1.7	3	0.94	-8	3	0	14	-9
Cc1ccc(S(=O)(=O)NC2c3cccc4cccc(c34)C2Sc2n[nH]c(N)n2)cc1 (stereo not drawn)	-0.3	6	1.5	11	-2	1	-8	-14
CCOC(=O)c1ccc(NS(=O)(=O)c2ccc3c(c2)NC(=O)CCS3)cc1	-1.7	9	0.87	-4	3	-6	-21	-2
c1ccc(-c2n[nH]c(-c3ccccn3)n2)nc1	-1.7&-0.2	6&21	1&0.86	-6&-6	3&2	10&1	-19&1	66*!
C/C(CC(=O)Nc1ccc(Cl)cc1C(F)(F)F)=N\NC(=O)c1ccccn1	1.2	7	1.8	-2	-1	-3	-9	-3
Cc1ccc(NC(=O)c2cc(-c3ccc(C)o3)nc3ccccc23)cc1	-4.2	-221	0.89	-3	4	-4	44	1
COc1cccc(C(=O)NCC(=O)OCC(=O)C(C)(C)C)c1	-1.8	21	0.93	4	0	0	-19	3
CCCn1c(SCC(=O)NC)nc2sc3c(c2c1=O)CCC3	0.1	13	1.2	-2	2	1	3	12
(more compounds)
SMILES	MPTP block	SENP8 inh	hIAP activ	ATG4B inhibitor	SENP1 inh	GRIN3A LBD mod	PfGluPho inh	SENP6 block
CCCCNC(=S)Nc1cccc(S(=O)(=O)NC2=NCCC2)c1	-0.5	7	1.1	5	0	0	-5	-1
COc1cc(NC(=O)c2cc(S(=O)(=O)N3CCCCC3)c[nH]2)cc(OC)c1	-1.9	-14	0.92	-8	0	2	2	-16
CC(C)(C)c1ccc(OCCn2nc(C(=O)O)c3ccccc3c2=O)cc1	2.5	2	0.88	-18	-1	-7	62*	14
O=S(=O)(c1ccc2nc(-c3ccco3)c(-c3ccco3)nc2c1)N1CCOCC1	-2.3	-339	0.92	14	11	-4	54	33
CCOC(=O)c1cnc(-n2nc(C)cc2C)nc1Nc1cccc(C(C)=O)c1	0.0	7	1.1	-3	1	-1	10	-5
O=C(Nc1ccccc1N1CCCC1)c1ccc(N2CCCC2=O)cc1	0.0	36	0.96	11	0	0	-2	-7
COc1ccc(NC(=O)/C(=C\c2ccc3c(c2)OCO3)NC(C)=O)cc1	-1.0	8	1	-4	-1	6	3	7
CCc1ccc(C(=O)N/N=C(\C)c2cccnc2)s1	-1.1	1	0.75	-9	3	-1	8	8
COc1cccc(C(=O)Nc2cc(C)on2)c1	-0.8	14	x	x	1	x	2	x
CCNc1nc(OC)nc(N(OC)S(=O)(=O)c2ccc(C)cc2)n1	1.8	17	1	-10	1	2	5	2
CCC(=O)c1ccc(OCC(=O)OCC(=O)Nc2cccc(S(=O)(=O)N3CCCC3)c2)cc1	-0.2	6	0.92	-60	1	-2	-5	-9
O=C(Nc1c2c(nn1-c1ccccc1)CS(=O)C2)c1ccc(Br)o1 (stereo not drawn)	1.2	6	1.3	-6	2	2	4	-12
COc1cccc(C(=O)NCCS(=O)(=O)NCc2ccc(Cl)cc2)c1	-0.3	7	1.1	-4	1	3	2	-11
CCCN(CC1CC1)C(=S)Nc1ccc(C(C)=O)cc1	-1.4	-2	0.92	-22	1	0	2	5
CCn1cc(C(=O)NCc2ccccc2)c(=O)c2cc(F)c(N3CCN(C(=O)c4ccco4)CC3)cc21	-5.4	i	1.1	-7	3	-7	17	4
Cn1c(Cc2ccccc2)nnc1SCCC(=O)Nc1ccccc1	-1.0	20	0.95	5	2	2	0	-8
C=CCc1ccc(OCCOCCN(C)C)c(OC)c1	-0.2	12	1	7	0	1	6	-3
Cc1ccc(-c2cc(C(F)F)n3ncc(C(=O)NN4CCCCC4)c3n2)cc1	1.6	1	0.91	-5	0	0	12	-9
CC(=O)Nc1ccc(NC(=O)N2CCOCC2)cc1	-1.6	13	x	x	0	x	-6	x
CC(C)c1ccc(NC2(C#N)C(=O)Nc3ccccc32)cc1 (stereo not drawn)	0.3	21	1.1	-3	0	-5	4	-10
CC1CCCCC1NC(=O)CO/N=C/c1ccc(OC(F)F)cc1 (stereo not drawn)	-0.9	8	1.1	1	1	-2	-6	-1
